# rCAG binder – binders of r(CAG) RNA repeats, primary screen, biochemical, fluorescence. r(CAG) RNA repeat, TO-PRO-1 dye displacement fluorescence. inhibition, % at 3 µM. 370,000 tested, 1.3% active. AID 651821, 2012;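 active = inhibition above the plate cutoff, the mean of all test compounds on that plate plus 3 SD, cut at about 35% in these data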;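 also: 0% = DMSO alone and 100% = 100 µM mitoxantrone as full dye displacement; higher means more dye released from RNA so lower well fluorescence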
# HTRA1 inh – HTRA1 serine protease inhibitors, primary screen, biochemical, fluorescence polarization, HTS | AID 504803, 2011 | 340,000 tested, 0.5% active | recombinant HTRA1, FP-rhodamine activity-based probe | Q92743 | inhibition, % at 5.96 µM; in the data active = inhibition above about 36%;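 also: 0% = enzyme with DMSO and 100% = wells lacking enzyme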
# Target sequence (Q92743 whole entry, looked up): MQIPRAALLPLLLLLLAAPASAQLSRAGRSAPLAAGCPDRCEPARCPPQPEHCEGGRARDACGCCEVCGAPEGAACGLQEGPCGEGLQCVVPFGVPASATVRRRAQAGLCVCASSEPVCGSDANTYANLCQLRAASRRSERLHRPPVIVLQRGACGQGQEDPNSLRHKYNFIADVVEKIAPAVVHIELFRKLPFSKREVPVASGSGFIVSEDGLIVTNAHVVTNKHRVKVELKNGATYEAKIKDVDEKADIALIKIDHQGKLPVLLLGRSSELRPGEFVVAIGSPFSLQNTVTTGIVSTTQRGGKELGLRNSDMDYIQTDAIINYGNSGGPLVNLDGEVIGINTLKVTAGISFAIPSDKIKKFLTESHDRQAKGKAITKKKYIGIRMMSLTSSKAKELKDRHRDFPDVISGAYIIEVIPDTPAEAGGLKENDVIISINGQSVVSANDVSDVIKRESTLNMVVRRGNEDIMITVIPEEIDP
# PRMT1 FP inh – PRMT1 methyltransferase inhibitors, primary screen, biochemical, fluorescence polarization; recombinant PRMT1, activity-based probe fluorescence polarization; Protein arginine N-methyltransferase 1 (Homo sapiens), Q99873; AID 652257, 2013; 370,000 tested, 1.3% active; inhibition, % at 2.79 µM;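 active = inhibition above about 21% made by adding two undisclosed values, limit read from the data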
# Target sequence (Q99873 whole entry, looked up): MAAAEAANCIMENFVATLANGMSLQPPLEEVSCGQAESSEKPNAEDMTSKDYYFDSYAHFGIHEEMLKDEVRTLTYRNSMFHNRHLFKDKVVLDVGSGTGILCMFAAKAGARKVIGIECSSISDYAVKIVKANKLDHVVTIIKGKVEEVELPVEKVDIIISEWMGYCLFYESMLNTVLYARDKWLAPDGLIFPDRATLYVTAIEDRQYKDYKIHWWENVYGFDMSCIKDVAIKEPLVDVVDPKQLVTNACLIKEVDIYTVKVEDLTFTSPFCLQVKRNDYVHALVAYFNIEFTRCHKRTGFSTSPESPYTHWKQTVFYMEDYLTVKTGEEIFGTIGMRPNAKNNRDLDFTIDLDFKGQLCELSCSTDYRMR
# UHRF1 MBD2 ctr – UHRF1 methylated DNA binding inhibitors, primary screen, counter-screen for MBD2 inhibitor project, biochemical, TR-FRET, human UHRF1, single concentration | E3 ubiquitin-protein ligase UHRF1 (Homo sapiens), Q96T88 | UHRF1 binding to methylated oligo | inhibition, % at 4.4 µM | 370,000 tested, 0.75% active | AID 687016, 2013; in the data active = inhibition above about 21%;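 also: UHRF1 SRA domain binding a hemimethylated CpG hairpin DNA probe; 0% = median of test compound wells and 100% = reference inhibitor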
# MBD2 DNA inh – inhibitors of MBD2 binding to methylated DNA, primary screen, biochemical, TR-FRET, DNA-binding domain, human. inhibition, % at 4.4 µM. MBD2 binding to methylated oligonucleotide. Methyl-CpG-binding domain protein 2 (Homo sapiens), Q9UBB5. 370,000 tested, 0.31% active; in the data active = inhibition above about 13%
# Rev-erbA mod – modulators of Rev-erb alpha DNA binding, primary screen, biochemical, FITC-DNA, fluorescence polarization, uHTS. Rev-erbα–FITC-DNA binding, 90 min. 370,000 tested, 0.79% active. activity, % at 10 µM. AID 1259318, 2017;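 active = activity above about 14%, limit read from the data; passing the limit was not always enough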;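 also: 0% = DMSO wells with 35 nM protein and 100% = DMSO wells with 750 nM protein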
# LEDGF integ inh – blockers of LEDGF/p75-dependent integrase strand transfer – biochemical, TR-FRET, high throughput, primary screen | TR-FRET IN-LEDGF/p75 DNA integration, Eu/Cy5 | HIV-1 integrase (with human LEDGF/p75) | 370,000 tested, 0.64% active | inhibition, % at 3.7 µM;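 active = inhibition above the screen-wide mean plus 3 SD, cut at about 13% in these data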;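 also: signal is the Cy5 over europium emission ratio at 671 and 618 nm; 0% = plate median of compound wells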
# PG9 Ab binder – binders of HIV-1 gp120 antibody PG9, primary screen, biochemical, TR-FRET. TR-FRET gp120-PG9 antibody binding. inhibition, % at 6.7 µM. 360,000 tested, 0.43% active. AID 624416, 2012; in the data active = inhibition above about 8.5%
# TCR CD3 inh – inhibitors of human TCR-CD3 interaction, primary screen, biochemical, fluorescence, TAMRA-labeled TCR probe; T-cell receptor (TCR); inhibition, % at 9.4 µM; 360,000 tested, 0.37% active; AID 651800, 2012; in the data active = inhibition above about 19%;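 also: recombinant mutant TCR 2C K166C tagged with TAMRA read by polarization; 0% = receptor in buffer alone and 100% = receptor with positive control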
# ABHD4 inh – ABHD4 inhibitors, primary screen, biochemical, fluorescence polarization, mouse; (Lyso)-N-acylphosphatidylethanolamine lipase (Mus musculus), Q8VD66; purified mABHD4, FP-Rh probe fluorescence polarization; inhibition, % at 8.92 µM; 370,000 tested, 0.54% active;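 active = inhibition exceeding the mean over every tested compound plus 3 SD, cut at about 30% in these data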;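 also: 0% = plate median of compound wells and 100% = S159A mutant with DMSO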
#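 Assay system: mouse ABHD4 enzyme, wild type / Also added: fluorescent activity-based probe FP-Rh / Doses: single nominal dose of 8.92 µM, 0.89% DMSO final / Timing: 45 min compound pre-incubation plus 60 min probe step, 25 °C / Signal: FP readout, ex 525 nm / em 598 nm / Control set: S159A mutant/DMSO as 100%, compound-well median as 0%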
# Numbers without * were called inactive; / = not tested or not shown.
SMILES,rCAG binder,HTRA1 inh,PRMT1 FP inh,UHRF1 MBD2 ctr,MBD2 DNA inh,Rev-erbA mod,LEDGF integ inh,PG9 Ab binder,TCR CD3 inh,ABHD4 inh
Cc1cc(NC(=O)CSc2nnc(-c3ccncc3)n2-c2ccccc2)no1,-2,1,-2,-5,4,4,1,-1.3,-3,-3
FC(F)(F)c1cccc(NC(=S)N2CCN(c3ccccn3)CC2)c1,2,-3,-3,-1,-2,6,-2,-0.4,-7,-6
COc1cc(S(=O)(=O)Nc2cccc(C)c2)ccc1NC(=O)c1cccnc1,2,-6,-1,-2,4,-4,-1,-1.0,5,0
O=C(N/N=C/C=C/c1ccccc1)c1cnccn1,3,-4,-1,-4,-5,3,-3,-3.9,3,1
N#Cc1cccc2cccc(S(=O)(=O)N3CCOCC3)c12,1,-5,-3,-4,1,-4,1,0.1,-2,0
COc1cc([N+](=O)[O-])cc(/C=N/NC(=O)c2ccc(C)nc2)c1O,7,11,-2,-4,-7,11,-5,-7.5,18,16
O=C(Nc1ccc2c(c1)OCO2)N1CCN(c2ccccc2Cl)CC1,-5,-10,8,0,-1,-2,-2,-0.3,-3,0
O=C(NC(=S)NC1CCS(=O)(=O)C1)c1cccs1 (stereo not given),-2,5,-2,-3,0,1,8,-1.3,4,-3
CCCCCC(=O)N1C[C@H](n2cc(COC(=O)c3ccccc3)nn2)[C@@H](O)C[C@@H]1c1ccc(OC)cc1,3,-29,2,0,0,-4,-11,-0.6,-6,-12
O=C1CC(c2ccccc2)=C(c2ccccc2)C1,1,-2,1,-2,2,1,-4,1.0,-4,0
O=C(O)C1c2ccccc2C(=O)N(Cc2ccc(F)cc2)C1c1ccncc1 (stereo not given),-1,/,-2,-1,-3,-3,1,-1.7,5,-1
CCC(CC)c1nnc(NC(=O)CSCC(=O)Nc2cc(C)on2)s1,-1,1,10,-1,1,-4,-3,0.7,-5,3
Cc1ccc(-c2noc(CCC(=O)N(C)c3ccccc3C)n2)cc1,-10,-9,2,2,3,2,-3,0.5,-1,-4
C/C(CC(=O)N(C(C)C)C(C)C)=N\NC(=O)COc1ccc(Cl)cc1Cl,3,-6,0,-6,0,-5,-3,-1.6,4,-2
O=C(OCn1nnc2ccccc2c1=O)c1cn(-c2ccccc2)nc1-c1cccnc1,-4,-21,-3,-3,-7,-7,0,-1.4,0,-1
CCCCc1nc2cc(C(=O)N3CCCC(OCCC)C3)ccc2o1 (stereo not given),-9,3,-8,-1,-5,-2,2,1.7,5,0
Cc1c(NC(=O)c2cccc(NS(C)(=O)=O)c2)c(=O)n(-c2ccccc2)n1C,-4,-9,0,1,-2,0,-3,0.9,-4,6
COCCn1c(C)cc(/C=C2\NC(=S)N(C)C2=O)c1C,1,8,22*,-9,-13,6,2,-14,-1,-3
COC(=O)c1nn(-c2ccc3c(c2)CCN3C(C)=O)cc1O,3,0,-2,0,1,3,-1,-0.2,5,1
O=C1c2ccc(-c3nc4ccccc4o3)cc2C(=O)N1Cc1cccnc1,0,/,-1,2,4,-12,4,0.6,0,1
COCCNC(=O)CNS(=O)(=O)c1ccc2nc(C)sc2c1,2,3,-3,0,3,-4,-3,2.5,4,9
CCc1c(C#N)c(N)nc(SCC(=O)OCc2ccccc2)c1C#N,0,-16,0,2,-2,6,0,-3.1,2,-5
COc1ccc(Cc2nnc(NC(=O)c3ccc(OC)c(OC)c3)s2)cc1,-5,-4,3,3,5,3,-1,8.2,-2,2
CCSc1nnc(NC(=O)C2CSC3(C)CCC(=O)N23)s1 (stereo not given),0,6,-1,1,3,1,-1,-2.3,0,-1
Cc1ccc(/C=N/N2CCOCC2)s1,1,4,-4,9,4,-2,5,-4.8,-1,-4
SMILES,rCAG binder,HTRA1 inh,PRMT1 FP inh,UHRF1 MBD2 ctr,MBD2 DNA inh,Rev-erbA mod,LEDGF integ inh,PG9 Ab binder,TCR CD3 inh,ABHD4 inh
Cn1c(N)c(C(=O)COC(=O)COc2ccccc2Cl)c(=O)n(C)c1=O,-1,-4,-1,1,6,1,-2,-0.8,-2,2
C[C@H](CO)N1C[C@H](C)[C@@H](CN(C)C(=O)Cc2ccccc2)OCCCC[C@H](C)Oc2ccc(NC(=O)NC3CCCCC3)cc2C1=O,5,-2,2,3,-2,-5,3,-1.3,3,0
COCCCNC(=O)CN(c1ccc(OC)cc1)S(=O)(=O)c1ccc(NC(C)=O)cc1,0,-1,1,0,0,2,2,-2.4,1,-1
COC(=O)[C@]12C[C@H](CC(=O)NCc3cccs3)C(=O)N(Cc3ccc(Cl)cc3Cl)C1=C[C@H](COCc1ccccc1)O[C@@H]2C,8,/,-1,-2,-4,2,1,/,/,-10
COc1ccc(C2Nc3ccccc3C(=O)N2Cc2cccnc2)cc1COc1c(C)cccc1C (stereo not given),/,/,8,5,-1,-2,0,/,/,-8
CCN1C(=O)/C(=C\N(C)C)c2ccccc21,0,8,1,-1,-4,3,1,-1.3,-1,-10
O=C(CSc1nnnn1-c1cccnc1)Nc1cccc(Cl)c1,1,-5,-4,5,-2,5,0,-0.3,5,-1
CC(C)(C)c1nnc(NS(=O)(=O)c2ccc([N+](=O)[O-])cc2)s1,15,-6,15,2,5,3,-2,-0.4,-10,8
Cc1nc(CN(C)C(=O)c2cc(COc3ccc4ncccc4c3)on2)cs1,-6,10,0,0,1,1,-5,0.0,1,2
CC(C)c1ccc(OCC(=O)N(c2ccccn2)C2CCCCC2)cc1,-11,-1,2,1,-2,4,-2,0.1,2,2
CCOc1ccc(NC(=O)CC2C(=O)N(c3ccc(OC)cc3)C(=O)N2Cc2ccc(OC)cc2)cc1 (stereo not given),2,-7,4,0,1,9,-4,-0.7,4,-3
c1ccc(Cc2noc(CN3CCC(CN4CCOCC4)CC3)n2)cc1,-4,-10,-4,0,-1,-2,-3,1.3,1,5
NS(=O)(=O)c1ccc(CCN2C(=O)/C(=C\c3ccc(Cl)cc3)SC2=S)cc1,4,3,-1,-3,1,2,2,0.1,-12,-18
C[C@@H]1O[C@@H](OC[C@@H]2O[C@H](Oc3c(-c4ccc(O)cc4)oc4cc(O)cc(O)c4c3=O)[C@@H](O)[C@H](O)[C@H]2O)[C@H](O)[C@H](O)[C@H]1O,-1,5,-2,-4,-4,-1,-4,-1.6,2,2
CN1CCN(c2ncnc3c2ncn3[C@H]2CN(Cc3ccccc3)C[C@@H](CO)O2)CC1,0,/,2,0,3,1,-5,0.8,2,4
O=C(N/C=C/c1ccco1)OCc1ccccc1,33,0,15,24*,15*,-2,36*,-2.2,-11,-7
COc1ccc(OCC(O)CN2C(=O)c3ccccc3S2(=O)=O)cc1 (stereo not given),-4,4,0,3,-7,5,1,0.0,8,4
CCOc1cc(N2CCOCC2)c(OCC)cc1NC(=O)COC(=O)CCOc1ccc(C)cc1,-3,3,-1,2,-2,-1,3,-1.1,-7,1
O=C(Nc1ccc(N2CCOCC2)c(Cl)c1)c1ccccc1Cl,-5,-2,-4,1,5,-8,-1,-1.4,5,-3
Cc1cccc(Nc2nc(N)c([N+](=O)[O-])c(N3CCOCC3)n2)c1,-1,-6,-3,4,-1,3,2,-1.2,3,0
CC1(C)CC(=O)C=C(NCCCN2CCCC2=O)C1,2,4,-1,1,-1,-2,-1,-0.5,-2,2
O=C(Cc1ccc(S(=O)(=O)N2CCOCC2)s1)NCCOc1ccccc1F,4,-3,-3,0,2,3,-3,-0.9,4,4
CC(CN1CCOCC1)OC(=O)c1ccccc1Cl (stereo not given),-4,2,2,3,4,-6,3,-1.9,-6,-1
Cc1ccc(C(=O)Nc2cccc3[nH]c(C(F)(F)F)nc23)cc1,3,-13,-6,-3,-7,7,3,1.0,6,-7
O=C(O)c1c[nH]c2ccc(S(=O)(=O)N3CCN(c4ccc(F)cc4)CC3)cc2c1=O,9,-16,1,2,-3,-1,2,0.7,-4,-6

# Entries listed so far that have an NH in an aromatic ring:
SMILES,rCAG binder,HTRA1 inh,PRMT1 FP inh,UHRF1 MBD2 ctr,MBD2 DNA inh,Rev-erbA mod,LEDGF integ inh,PG9 Ab binder,TCR CD3 inh,ABHD4 inh
Cc1ccc(C(=O)Nc2cccc3[nH]c(C(F)(F)F)nc23)cc1,3,-13,-6,-3,-7,7,3,1.0,6,-7
O=C(O)c1c[nH]c2ccc(S(=O)(=O)N3CCN(c4ccc(F)cc4)CC3)cc2c1=O,9,-16,1,2,-3,-1,2,0.7,-4,-6

# (list continues)
SMILES,rCAG binder,HTRA1 inh,PRMT1 FP inh,UHRF1 MBD2 ctr,MBD2 DNA inh,Rev-erbA mod,LEDGF integ inh,PG9 Ab binder,TCR CD3 inh,ABHD4 inh
Cn1nnnc1Sc1ncnc2scc(-c3ccc4c(c3)OCO4)c12,-5,-20,0,-2,-6,-4,0,-1.4,6,-2
C=CCO/N=C/C1=C(O)C(C(=O)OC)C(C)(C)CC1=O (stereo not given),-1,3,2,-1,-3,-3,0,-0.3,6,0
CCCN(C(=O)CSc1ccccc1C(=O)O)C1CCS(=O)(=O)C1 (stereo not given),1,5,1,-3,-1,-10,-2,-0.1,4,2
O=C1CC(c2cccc(Br)c2)C2=C(COC2=O)N1 (stereo not given),-4,0,2,3,-2,0,-3,0.9,-1,3
CCOC(=O)c1cc(-c2ccc(Cl)cc2)nc2c1c(C)nn2CCC#N,1,3,0,0,-4,4,-1,0.1,3,-7
Cn1c(=O)c2c(nc(Sc3ncnn3CC(=O)NC(C)(C)C)n2C)n(C)c1=O,-3,-2,-4,-5,-3,-2,5,-0.7,1,-2
COc1ccc(C2C3=C(CC(C)(C)CC3=O)Oc3ncn(Cc4ccccc4)c(=N)c32)cc1 (stereo not given),-2,-6,-1,0,0,-1,0,-0.1,1,5
O=C(Nc1ccc(Br)cc1C(=O)O)c1ccc2c(c1)C(=O)N(Cc1ccccc1)C2=O,49*,-37,0,1,7,-4,0,-2.1,0,-10
Cc1ccc(C)c(NC(=O)C2(C)CCN2C(=O)C(C)C)c1 (stereo not given),-1,/,5,1,5,3,1,-1.1,0,-1
CS(=O)(=O)Nc1ccc(C(=O)Nc2ccc3ccccc3c2)cc1,9,-8,-4,-2,-1,1,-2,0.3,9,-4
Cc1ccc(Nc2ccc(C(=O)O)cc2[N+](=O)[O-])cc1,5,4,7,-3,-2,10,1,-0.9,-13,30*
O=C(Nc1ccccn1)C(=O)N1CCCCC1,1,-1,-3,-1,4,-2,-2,-0.5,9,11
CCN(CC(=O)NCc1cccs1)c1ccc(S(=O)(=O)N2CCN(C)CC2)cn1,-2,-4,-3,-3,3,-4,2,-1.9,4,1
Cc1cc(NC(=O)CN2CCC(n3nnc4cc(C(F)(F)F)ccc43)CC2)no1,-5,3,0,-1,0,-4,1,1.2,-3,2
Cc1ccc(NC(=S)N(CCC(C)C)C(C)c2ccncc2)c(Cl)c1 (stereo not given),2,2,-4,-2,-4,1,2,-1.3,1,-1
CC(=O)Nc1ccc(S(=O)(=O)N2CCN(C)CC2)cc1,-1,2,6,4,3,-1,5,-0.1,-6,-9

# Bioassay records (PubChem BioAssay)

# Not all compounds are listed (hit frequency here may not be typical).
